# SIAE primary: human SIAE inhibition, primary screen; Q9HAT2; SIAE FP-Rh probe binding, fluorescence polarization; inhibition, % at 9.66 µM; actives 0.69% (n = 370,000);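 active = inhibition above a cutoff: mean of compounds within the control limits plus 3 SD of those, cut at about 17% in these data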;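 also: 0% = plate median of compound wells and 100% = probe without SIAE protein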
# Target sequence (Q9HAT2 whole entry, looked up): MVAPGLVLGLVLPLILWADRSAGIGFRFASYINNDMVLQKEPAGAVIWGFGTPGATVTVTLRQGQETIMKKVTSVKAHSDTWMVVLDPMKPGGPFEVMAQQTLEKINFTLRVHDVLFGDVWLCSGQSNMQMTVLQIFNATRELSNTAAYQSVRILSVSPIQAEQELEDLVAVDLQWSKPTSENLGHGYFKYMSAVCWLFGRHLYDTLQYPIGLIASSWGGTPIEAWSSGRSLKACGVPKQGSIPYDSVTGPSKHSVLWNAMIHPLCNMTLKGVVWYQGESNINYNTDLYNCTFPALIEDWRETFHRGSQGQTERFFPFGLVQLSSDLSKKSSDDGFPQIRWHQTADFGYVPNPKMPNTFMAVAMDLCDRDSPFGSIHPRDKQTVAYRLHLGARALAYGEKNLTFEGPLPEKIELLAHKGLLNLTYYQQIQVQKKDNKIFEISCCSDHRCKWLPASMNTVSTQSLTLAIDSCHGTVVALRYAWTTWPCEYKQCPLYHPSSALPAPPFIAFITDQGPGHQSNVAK
# PRMT1 inh: blocks human protein arginine methyltransferase 1; Q99873; actives 1.3% (n = 370,000); inhibition, % at 2.79 µM; recombinant PRMT1, activity-based probe fluorescence polarization;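 active = inhibition above about 21% made by adding two undisclosed values, limit read from the data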
# MBD2 inh: blocks human MBD2 binding to methylated DNA. inhibition, % at 4.4 µM. TR-FRET, MBD2 binding to methylated oligonucleotide. actives 0.31% (n = 370,000); in the data active = inhibition above about 13%
# Target sequence (Q9UBB5 whole entry, looked up): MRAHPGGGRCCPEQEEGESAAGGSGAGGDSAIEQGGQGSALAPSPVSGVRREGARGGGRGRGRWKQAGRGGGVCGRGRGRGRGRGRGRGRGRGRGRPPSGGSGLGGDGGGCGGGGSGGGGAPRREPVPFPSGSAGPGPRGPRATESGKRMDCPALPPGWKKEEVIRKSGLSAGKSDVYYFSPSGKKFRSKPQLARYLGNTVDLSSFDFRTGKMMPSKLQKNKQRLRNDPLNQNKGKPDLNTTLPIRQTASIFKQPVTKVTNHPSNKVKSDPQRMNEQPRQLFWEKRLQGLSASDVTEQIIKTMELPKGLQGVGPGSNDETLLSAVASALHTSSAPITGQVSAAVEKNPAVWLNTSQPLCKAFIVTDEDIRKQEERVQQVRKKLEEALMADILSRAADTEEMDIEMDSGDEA
# NPR2 activator: GC-B (human) receptor activation | P20594 | HEK293-GC-B cells, CNP EC30, cGMP TR-FRET; 0% at EC30 CNP, 100% saturating CNP | activation, % at 10 µM | actives 0.11% (n = 370,000);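 active = activation at 10 µM reaching about 35% in either raw or pattern-adjusted values, limit read from the data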
# mABHD4 FP: inhibitors of mouse ABHD4; Q8VD66; purified mABHD4, FP-Rh probe fluorescence polarization; inhibition, % at 8.92 µM; actives 0.54% (n = 370,000);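 active = inhibition exceeding the mean over every tested compound plus 3 SD, cut at about 30% in these data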;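 also: 0% = plate median of compound wells and 100% = S159A mutant with DMSO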
#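 assay system = mABHD4 protein | compound dosing = single nominal dose of 8.92 µM, 0.89% DMSO final | read-out basis = percent inhibition of probe binding, normalized to plate controls | schedule = Enzyme–compound pre-incubation 45 min, then probe 60 min, both 25 °C | detection = fluorescence polarization, excitation 525 nm, emission 598 nm, BODIPY TMR filters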
# TDP2 inh: TDP2 (human) inhibition, absorbance primary screen | recombinant TDP2, T5PNP hydrolysis, p-nitrophenol absorbance 415 nm | inhibition, % at 12.8 µM | AID 720702 | O95551 | actives 0.34% (n = 370,000);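 active = inhibition above the mean of all tested compounds plus 3 SD, set per campaign, cut at about 25% in these data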;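 also: 0% = DMSO with enzyme and 100% = buffer with substrate but no TDP2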
#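 System – recombinant human TDP2 · Quantity – TDP2 enzyme at 120 nM final · Doses – single concentration, 12.8 µM nominal, with 1% DMSO · Incubation – 2 h at 37 °C · Measured by – epi absorbance of p-nitrophenol freed from T5PNP by hydrolysis · Read-out – % inhibition relative to enzyme-containing and enzyme-free wells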
# LEDGF integ inh: blocks HIV-1 LEDGF/p75-dependent DNA integration; inhibition, % at 3.7 µM; actives 0.64% (n = 370,000); TR-FRET IN-LEDGF/p75 DNA integration, Eu/Cy5;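 active = inhibition above the screen-wide mean plus 3 SD, cut at about 13% in these data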;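 also: signal is the Cy5 over europium emission ratio at 671 and 618 nm; 0% = plate median of compound wells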
# HTRA1 inh: inhibitors of human serine peptidase HTRA1. AID 504803. actives 0.5% (n = 340,000). Q92743. recombinant HTRA1, FP-rhodamine activity-based probe, fluorescence polarization. inhibition, % at 5.96 µM; in the data active = inhibition above about 36%;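 also: 0% = enzyme with DMSO and 100% = wells lacking enzyme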
# rCAG RNA binder: r(CAG) repeat RNA binding; TO-PRO-1 dye displacement fluorescence; inhibition, % at 3 µM; actives 1.3% (n = 370,000); AID 651821;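 active = inhibition above the plate cutoff, the mean of all test compounds on that plate plus 3 SD, cut at about 35% in these data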;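 also: 0% = DMSO alone and 100% = 100 µM mitoxantrone as full dye displacement; higher means more dye released from RNA so lower well fluorescence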
# TCR-CD3 inh: human TCR-CD3 binding inhibition. TAMRA-labeled TCR probe fluorescence, biochemical. inhibition, % at 9.4 µM. actives 0.37% (n = 360,000). AID 651800; in the data active = inhibition above about 19%;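 also: recombinant mutant TCR 2C K166C tagged with TAMRA read by polarization; 0% = receptor in buffer alone and 100% = receptor with positive control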
# * = called active by the depositor; x = no result given; & = joins results of further samples. These rows are one share of the data; rates above refer to the full screens.
SMILES,SIAE primary,PRMT1 inh,MBD2 inh,NPR2 activator,mABHD4 FP,TDP2 inh,LEDGF integ inh,HTRA1 inh,rCAG RNA binder,TCR-CD3 inh
Cc1cccc(N(CC(=O)NC2CCCCC2)C(=O)c2c(C)noc2C)c1,3,-2,1,4,-2,-6,-1,4,-6,13
CCC(=O)Nc1ccc(NC(=O)c2cccc(OC)c2)nc1,4,2,-3,3,-6,11,-1,3,-3,4
Cc1cc(C(=O)N/N=C/c2ccc3c(c2)OCO3)c(C)o1,2,-1,-6,8,-4,4,3,-9,-3,6
C=CCOc1ccc(C2NC(=O)c3ccccc3O2)cc1OCC (stereo unspecified),-5,4,-3,-1,-1,-3,3,1,-8,3
COc1cccc(C(O)c2nc(/C=C/c3ccccc3)cs2)c1 (stereo unspecified),-11,2,-5,2,-11,0,1,x,2,4
S=C(Nc1cccc(Br)c1)OC1CCC12CCC(c1ccccc1)CC2 (stereo unspecified),-9,-4,3,2,-4,2,1,x,2,x
COc1ccccc1Nc1ccc(N)cc1,10,0,-6,-2,24,7,6,68*,9,2
COc1c(F)c(F)cc2c(=O)c(C(=O)O)cn(C3CC3)c12,-1,1,0,-4,5,26*,-3,5,2,-4
CCCS(=O)(=O)N1CCCC(C(=O)NCC(OC)OC)C1 (stereo unspecified),1,-2,0,1,-1,-5,1,-6,-3,4
COCOc1cccc(CN2CCC2(C)C(=O)Nc2cc(OC)ccc2OC)c1 (stereo unspecified),-1,-2,1,-12,-8,3,-2,x,2,-2
O=C1NC(Nc2nc3ccccc3s2)(C(F)(F)F)C(=O)N1C1CCCCC1 (stereo unspecified),4,1,-2,4,-23,-4,0,-7,5,4
COc1ccccc1NC(=O)CN1CCN(CC(=O)Nc2ccc(Cl)c(C(F)(F)F)c2)CC1,-7,-1,-1,-1,-6,7,-3,-33,-3,6
COc1ccc(CCN2CC(C(=O)NCCc3cn[nH]c3)CCC2=O)cc1 (stereo unspecified),-4,-1,-7,4,1,-2,-2,11,-4,0
CCCCNc1ccc2c(c1)OC[C@@H](CC(C)C)NS2(=O)=O,0,1,2,2,-4,-9,1,x,1,8
Nc1c(-c2cccc(Cl)c2)cnc2c(-c3ccccc3)cnn12,-4,0,0,-14,-5,0,-3,-2,6,5
Cc1ccc([N+](=O)[O-])c(OCCCN2CCC(Cc3ccccc3)CC2)c1,7,-1,-5,-11,16,1,-4,-5,1,3
CCN(CC)C(=O)CSc1nnc(-c2cc3ccccc3cc2O)n1CC,5,-2,0,-2,-5,-3,0,0,-7,8
CN1C(=O)N(S(=O)(=O)c2ccc(F)c(F)c2F)C(=O)C1(C)C,-1,1,2,3,4,1,-1,7,0,4
CCOC(=O)N1CCC(=NNC(=O)c2ccccc2F)CC1,4,-1,-4,3,4,4,0,8,1,7
Nc1nnc(-c2ccncc2)s1,5,-1,-5,5,4,1,0,2,1,12
O=c1[nH]c(N2CCc3ccccc3C2)nc2c1CCC2,13,-1,-1,7,1,5,-1,2,2,4
COc1ccc(/C=N/NC(=O)c2cccc([N+](=O)[O-])c2)cc1OS(=O)(=O)c1ccc(C)cc1,0,-5,0,0,-1,-16,1,-29,4,-3
COc1cc(CNc2ncnc3c2ncn3[C@H]2CN(Cc3cccc(C(F)(F)F)c3)C[C@@H](COC(C)=O)O2)cc(OC)c1OC,4,-1,-4,-1,-12,2,38*,x,4,4
COc1ccc(CCNC(=O)c2ccnc(C(C)(C)C)c2)cc1OC,5,-1,-1,-1,4,3,-3,4,-7,3
O=C1CC(CSc2ccc(Cl)cc2)=NN1,4,-1,4,4,14,16,2,x,11,0
COc1ccccc1S(=O)(=O)N(C)C[C@@H]1OCc2cnnn2CCCC(=O)N([C@@H](C)CO)C[C@@H]1C,10,1,0,0,-1,-6,-1,8,1,2
CC1CC(=O)N(CCc2ccccc2)C(=O)C1,-6,17,4,3,-7,-3,-3,-5,2,-2
CCOc1cc(C#N)ccc1OCC(=O)NNC(=O)CC1CCS(=O)(=O)C1 (stereo unspecified),2,4,-1,-3,10,11,-2,2,1,4
COc1ccc(C(=O)CN2CCN(c3ncccn3)CC2)cc1,2,-2,2,1,10,-2,3,-3,-5,-4
CC(NS(=O)(=O)c1ccc(Cl)c(Cl)c1)C(=O)OCC(=O)N1CCCCCC1 (stereo unspecified),-5,1,1,2,0,-4,-2,6,-1,1
CC(=O)Nc1ccc(C(=O)OCC(=O)c2ccc(C)c([N+](=O)[O-])c2)cc1,-6,0,-1,-2,-4,1,-4,-1,2,1
Cc1ccc(C(C)(C)NC(=O)C2CCC(=O)N(CC3CCCCC3)C2)cc1 (stereo unspecified),-5,4,4,0,1,-6,-5,5,-11,-1
COc1ccc(Cc2nnc(NC(=O)c3cc(OC)c(OC)c(OC)c3)s2)cc1OC,11,-4,-5,1,-17,-19,3,2,-2,-1
CC(C)CNC(=O)N1c2ccccc2Sc2ccccc21,1,1,0,-14,-13,-5,2,-3,-4,-2
C/C(=N\NC(=O)c1ccc(N)cc1)C1CC1,4,6,0,1,0,12,-1,5,1,9
O=C(O)CC(NS(=O)(=O)c1ccc2c(c1)OCCO2)c1ccccc1[N+](=O)[O-] (stereo unspecified),4,-1,0,-1,9,12,-1,4,5,-6
Cc1ccc(C(=O)Nc2scc(-c3ccccc3)c2C(=O)O)cc1,-2,6,3,1,1,11,6,-14,51*,-2
COc1ccc(N(CC(=O)NCCSCc2ccc(Cl)cc2)S(C)(=O)=O)cc1Cl,4,-6,-1,-6,-11,-5,1,-11,2,3
COc1cc(C(=O)N(Cc2cccnc2)Cc2cc3cc4c(cc3[nH]c2=O)OCCO4)cc(OC)c1OC,-5,4,10,6,-11,0,0,0,3,-4
COc1ccc(OC)c(S(=O)(=O)NCC(=O)O)c1,4,-1,-2,0,6,0,2,11,1,-4
CC1(c2ccc3c(c2)OCCCO3)NC(=O)N(CC(=O)Nc2cccc(C#N)c2)C1=O (stereo unspecified),-12,-1,-1,-1,-3,-4,2,-1,3,1
O=S(=O)(CC(O)(c1ccccc1)c1ccccc1)CC(O)(c1ccccc1)c1ccccc1,-1,7,-3,-7,2,7,-1,-5,1,2
CCCCCCCCNC(=O)CCNC(=O)c1ccc(C(C)(C)C)cc1,11,0,1,-7,2,-10,0,-16,-6,5
CN(C)CCN1C(=O)C(=O)/C(=C(/O)c2ccc3c(c2)OCCO3)C1c1ccccn1 (stereo unspecified),9,0,-4,5,-6,0,6,8,2,6
Cc1cccc(-n2nc(C(=O)Nc3ccccc3)n3c(=O)cc(-c4ccccc4)nc23)c1,-6,2,4,2,2,7,0,-2,0,1
Cc1ccsc1/C=N/Nc1ccc(F)cc1F,8,2,0,7,5,6,1,13,6,-4
Cc1cccc(CCNC(=O)CCc2nc(-c3ccccc3F)no2)c1,-3,-2,-8,-13,-15,-20,-2,-7,-4,6
Cc1ccc([C@H](C)NC(=O)C2=C(N)N(S(=O)(=O)c3ccc(C)cc3)C(C(=O)c3ccccc3)C2c2ccccc2Cl)cc1 (stereo partly specified),-7,3,4,-3,-12,2,1,x,x,x
CC(=O)c1cccc(OCc2cc(C(=O)NC(C)Cc3cccnc3)no2)c1 (stereo unspecified),1,-1,2,-8,-4,-2,2,1,2,5
O=C(CC1CC2CCC1C2)NC1CCCCCCC1 (stereo unspecified),11,-6,-4,6,1,-20,6,1,-5,-8

# Record cards, from the list above. Values in the order: SIAE primary, PRMT1 inh, MBD2 inh, NPR2 activator, mABHD4 FP, TDP2 inh, LEDGF integ inh, HTRA1 inh, rCAG RNA binder, TCR-CD3 inh
# CC1(c2ccc3c(c2)OCCCO3)NC(=O)N(CC(=O)Nc2cccc(C#N)c2)C1=O (stereo unspecified) is listed as -12, -1, -1, -1, -3, -4, 2, -1, 3, 1
# CN(C)CCN1C(=O)C(=O)/C(=C(/O)c2ccc3c(c2)OCCO3)C1c1ccccn1 (stereo unspecified) is listed as 9, 0, -4, 5, -6, 0, 6, 8, 2, 6
# Cc1cccc(CCNC(=O)CCc2nc(-c3ccccc3F)no2)c1 is listed as -3, -2, -8, -13, -15, -20, -2, -7, -4, 6
# CC(=O)c1cccc(OCc2cc(C(=O)NC(C)Cc3cccnc3)no2)c1 (stereo unspecified) is listed as 1, -1, 2, -8, -4, -2, 2, 1, 2, 5
# Cc1ccc([C@H](C)NC(=O)C2=C(N)N(S(=O)(=O)c3ccc(C)cc3)C(C(=O)c3ccccc3)C2c2ccccc2Cl)cc1 (stereo partly specified) is listed as -7, 3, 4, -3, -12, 2, 1, x, x, x

# Further records:
SMILES,SIAE primary,PRMT1 inh,MBD2 inh,NPR2 activator,mABHD4 FP,TDP2 inh,LEDGF integ inh,HTRA1 inh,rCAG RNA binder,TCR-CD3 inh
CCCCN(C)C(=O)c1ccc(Nc2nc(C(N)Cc3ccccc3)cs2)nc1 (stereo unspecified),3,4,-6,0,9,0,2,x,6,-4
Cc1ccn2cc(CCNS(=O)(=O)c3ccc(F)c(C(F)(F)F)c3)nc2c1,0,-2,1,1,-7,5,-2,0,-1,6
Cc1cc(C)n(CC(O)COc2ccccc2[N+](=O)[O-])n1 (stereo unspecified),1,2,-2,-3,-7,5,1,0,-3,5
Cc1ccccc1N=CC1=C(O)c2ccccc2C1=O,-1,7,3,-3,-3,5,-2,-8,5,-14
COC(=O)[C@]12CCCCC=C1N(Cc1ccc3c(c1)OCO3)C(=O)[C@H](CC(=O)NCC13CC4CC(CC(C4)C1)C3)C2,-3,-4,2,-2,8,-1,0,x,7,7
Cc1cc(C(=O)N2CCCC(N3CCN(c4ccc(F)cc4)CC3)C2)c(C)o1 (stereo unspecified),2,-2,-2,1,6,-8,-2,5,-7,6
Cc1n[nH]c(C)c1S(=O)(=O)N1CCCC(C(=O)Nc2nccs2)C1 (stereo unspecified),-4,-2,1,3,-3,1,1,9,6,2
COc1cccc(CNC(=O)C2CCN(C(=O)N(C)C)CC2)c1,-1,1,5,-1,4,-8,-3,4,-3,7
O=C(COC(=O)CNC(=O)c1ccc(Cl)cc1)Nc1ccc2c(c1)OCCO2,2,0,3,-3,4,4,-2,4,-2,4
Cc1ccc(C)c(S(=O)(=O)N2CCCC2CNC(=O)C(=O)NCCc2ccccc2)c1 (stereo unspecified),1,-2,3,4,-6,7,3,-10,-4,8
C[C@@H]1CN([C@@H](C)CO)C(=O)CCCn2nncc2CO[C@H]1CN(C)Cc1cccc(C(F)(F)F)c1,-4,-8,-3,-2,-9,-14,-3,2,2,-8
CC(C)CN(C(=O)Cn1c(Cl)nc2c1c(=O)n(C)c(=O)n2C)C1CCS(=O)(=O)C1 (stereo unspecified),-2,1,-3,3,2,-2,0,-3,2,11
O=C(CCC(=O)c1ccc(Cl)cc1)NCc1ccccc1,-3,3,-3,2,-5,7,2,5,-1,1
CC1CN(C(NC(=O)C(C)(C)C)C(Cl)(Cl)Cl)CC(C)O1 (stereo unspecified),-7,2,4,2,-1,1,-1,-1,1,1
CC[C@H](C)C(=O)O[C@H]1C[C@@H](C)C=C2C=C[C@H](C)[C@H](CC[C@@H]3C[C@@H](O)CC(=O)O3)[C@H]21,2&-2,-3&9,-4&7,4&-9,2&-16,-1&-21,0&-4,0&-10,4&3,6&-4
COc1ccc(OC)c(NC(=O)COc2ccc3c(c2)CCC3)c1,8,0,-4,-3,6,1,2,-26,2,8
